Screening results (PubChem)
STAT1 activator: activators of IFN-gamma induced STAT1 signaling; NIH 3T3 STAT1-luciferase reporter, luminescence; 100% = IFN-gamma alone, no compound; activation (% of control), % at 5.5 µM; hit rate 2.6% among 200,000;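 active means activation above the screen-wide mean activation plus 3 SD, cut at about 130% in these data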;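 further: raw ratio to IFN-gamma control signal so 100% means no change and 0% no light; values of inactives mirror those of a sister screen read the other way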
DTT redox prof: compounds producing H2O2 with reducing agent – biochemical, NIH compound library profiling, artefact control for MLSCN library redox annotation, primary screen; DTT-dependent redox cycling H2O2, phenol red/HRP absorbance; 100% = 100 µM peroxide control, 0% = buffer; activation, % at 10 µM; hit rate 0.03% among 200,000;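 active means activation of at least 50% relative to the plate's high and low controls in the primary single-dose screen; inactive means activation below 50%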;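 further: compound incubated with DTT at 0.8 mM final as the reducing agent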
G6PDH CS: inhibits Leuconostoc G6PDH, flagging false hits in G6PDH-based assays; Purified L. mesenteroides G6PDH, diaphorase/resazurin coupled fluorescence, 45 min; inhibition, % at 5 µM; hit rate 0.12% among 200,000; AID 1020; in the data active means inhibition above about 50%
APP 5'UTR act: activates APP 5'UTR luciferase reporter. AID 1276. activation, % at 2 µM. SH-SY5Y APP 5'UTR luciferase reporter, luminescence; zero percent = DMSO vehicle wells. hit rate 1% among 190,000;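 active means activation above a set limit, based on mean plus 3 SD of controls, cut at about 140% in these data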; further: values of inactives mirror those of a sister screen read the other way
NF-kB neuron act: raises NF-kB expression in human neuronal cells. NF-kB reporter expression; stronger effect = higher value. hit rate 1.6% among 190,000. fold change at 12.5 µM. AID 1239; in the data active means fold change above about 3.3
Hsp70 activator: transcriptional activators of Hsp70. HeLa Hsp70 promoter luciferase reporter, luminescence; scaled: vehicle 0, proteasome-inhibitor control 100%. activation, % at 10 µM. hit rate 0.04% among 200,000;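 active means activation above the mean across all tested compounds plus 3 SD, cutoff set per campaign, cut at about 5.5% in these data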;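 further: 100% = MG132 at 30 µM as the positive control and 0% = DMSO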
APP transl inh: APP translation inhibition; SH-SY5Y APP 5'UTR-luciferase reporter, luminescence; inhibition, % at 2 µM; hit rate 0.82% among 190,000; AID 1285;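 active means inhibition above a set limit, derived from the sample mean plus 3 SD, cut at about 45% in these data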; further: values of inactives mirror those of a sister screen read the other way
FLuc inhib CS: Photinus pyralis luciferase inhibition counter-screen | P08659 | ATPLite firefly luciferase biochemical luminescence, 10 min | inhibition, % at 10 µM | hit rate 1.5% among 200,000;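 active means inhibition above about 50% when tested at 10 µM, limit read from the data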
Target sequence (P08659 whole entry, looked up): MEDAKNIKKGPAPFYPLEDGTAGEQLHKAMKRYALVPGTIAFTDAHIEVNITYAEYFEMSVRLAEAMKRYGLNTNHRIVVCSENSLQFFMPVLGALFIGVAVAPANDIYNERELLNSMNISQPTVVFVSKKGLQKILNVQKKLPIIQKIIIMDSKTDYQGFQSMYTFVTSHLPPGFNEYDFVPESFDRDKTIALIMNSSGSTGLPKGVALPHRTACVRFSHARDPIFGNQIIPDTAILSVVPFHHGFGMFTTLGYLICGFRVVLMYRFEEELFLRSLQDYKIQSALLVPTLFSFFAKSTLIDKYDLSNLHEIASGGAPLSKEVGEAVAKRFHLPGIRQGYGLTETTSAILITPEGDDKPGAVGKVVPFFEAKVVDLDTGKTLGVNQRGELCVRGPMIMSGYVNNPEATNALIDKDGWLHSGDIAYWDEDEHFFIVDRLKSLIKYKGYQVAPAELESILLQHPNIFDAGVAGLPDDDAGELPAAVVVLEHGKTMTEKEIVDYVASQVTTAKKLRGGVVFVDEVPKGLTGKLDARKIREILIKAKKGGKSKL
FLuc stim CS: affects firefly luciferase, flagging false hits in luciferase stimulation screens; P08659; ATPlite luciferase biochemical, luminescence, 10 min; 0 = ATP-free wells, 1 = DMSO control; activation factor at 10 µM; 200,000 tested, under 10 active;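 active means luciferase activation factor, scaled between plate controls, of at least 2 with compound at 10 µM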
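Material: Luciferase/luciferin reagent mix; Doses: test compounds dosed from 2 mM stocks in 100% DMSO; Schedule: 10 min incubation after luciferase reagent addition, room temperature; Measured by: luminescence from luciferase reaction; Read-out: luminescence gain marking luciferase activators.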
Efa HMGR inh: E. faecalis class II HMG-CoA reductase inhibition; hit rate 0.41% among 190,000; purified E. faecalis HMGR, NADPH absorbance 340 nm kinetic; inhibition, % at 10 µM; AID 1066;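 active means inhibition above a set limit, the median over all tested compounds plus 3 SD, cut at about 9.5% in these data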;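 further: enzyme runs in reverse so mevalonate oxidation gives rising NADPH absorbance; 0% = complete reaction with DMSO and 100% = background rate lacking mevalonate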
Numbers without * were called inactive; x = not tested or not shown.

SMILES	STAT1 activator	DTT redox prof	G6PDH CS	APP 5'UTR act	NF-kB neuron act	Hsp70 activator	APP transl inh	FLuc inhib CS	FLuc stim CS	Efa HMGR inh
O=C1CC(N2CCN(Cc3ccccc3)CC2)C(=O)N1c1ccccc1 (stereo unspecified)	95	2.0	-2	12	1.1	-0.1	-12	-8	1.1	-3
O=C(Cn1c(=O)oc2ccccc21)Nc1ccc2c(c1)OCCO2	102	0.9	2	-19	1.1	0.5	19	-2	1	1
Cc1ccn(C(=O)c2cc3ccccc3oc2=O)n1	98	-0.8	2	26	1	-0.4	-26	-7	1.1	-5
CC1CC2=C(NC(=S)NC2c2ccc(F)cc2)/C(=C/c2ccc(F)cc2)C1 (stereo unspecified)	100	-3.7	8	10	1.1	-0.1	-10	-2	1	-2
Cc1ccc(C)c2[nH]c(=O)c(CCNC(=O)C(C)(C)C)cc12	97	-0.1	19	-3	1	0.0	3	-2	1	-3
Cn1c2c(c(=O)n(C)c1=O)C(c1ccc(Br)cc1)Nc1ccccc1O2 (stereo unspecified)	98	-0.8	7	8	0.35	-0.1	-8	-4	1	-3
COc1ccccc1NC(=O)C1=C(C)Nc2nnnn2C1c1cc(Br)ccc1OC (stereo unspecified)	99	-1.4	11	-7	1.1	0.0	7	-4	1	-12
COc1cc2c(cc1OC)CC1(CCCCC1)N=C2	113	-0.2	5	0	1.1	-0.3	0	-4	1	-2
O=S(=O)(c1ccc(Cl)cc1)N1CCN(C(=S)Nc2ccccc2F)CC1	89	-1.9	0	-13	1.1	0.3	13	-5	1.1	-2
O=C(NCCc1ccc(Cl)cc1)C1CCC(CNc2c(N3CCCCC3)c(=O)c2=O)CC1 (stereo unspecified)	100	0.0	16	3	0.79	-0.2	-3	-10	1.1	0
COc1cc2c(cc1NC(=O)COC(=O)[C@@H](NS(=O)(=O)c1cccc(Cl)c1)C(C)C)oc1ccccc12	95	-0.5	-3	25	0.86	-0.4	-25	-5	1.1	-6
COc1ccc(CCNC(=O)CSc2nc3[nH]ncc3c(=O)n2-c2ccccc2Br)cc1OC	105	-0.6	5	-15	0.99	-0.2	15	-4	1	4
Cc1cc(C)n(CC(=O)Nc2ccc([N+](=O)[O-])cc2)n1	105	0.4	7	-8	1	-0.3	8	-3	1	-8
Cn1c(=O)n(C)c2cc(S(=O)(=O)O)ccc21	93	1.8	5	5	0.96	-0.4	-5	-4	1	5
COCCNC(=O)c1ccc(C2SCC(=O)N2Cc2ccco2)cc1 (stereo unspecified)	95	-1.0	5	14	1.1	-0.1	-14	-1	1	0
CCCNC(=O)c1nc(C)n(-c2ccc([N+](=O)[O-])cc2)n1	101	-0.4	-6	-4	0.97	-0.2	4	-4	1	-9
COc1ccc(C(=O)Nc2cccc(-c3nnc(-c4ccco4)o3)c2)cc1	94	0.1	2	1	0.86	-0.3	-1	-1	1	-3
COc1ccc(-c2[nH]nc3c2C(c2ccccc2OC(=O)N2CCOCC2)C(C#N)=C(N)O3)cc1 (stereo unspecified)	99	-0.3	-18	13	1	-0.2	-13	-1	1	0
CCOc1cc(C)c(Cl)cc1S(=O)(=O)NCc1ccc2c(c1)OCO2	95	2.6	4	6	1.3	0.2	-6	-3	1	-6
CCOC(=O)C1CCN(C(=O)CN(c2ccc3c(c2)OCO3)S(C)(=O)=O)CC1	97	-2.1	21	15	1.1	0.2	-15	-4	1	-9
COCC(=O)n1cc(C(=O)OC)c2ccccc21	96	0.3	6	8	1.4	0.2	-8	-6	1.1	-5
COc1ccc(S(=O)(=O)CCC(=O)N2CC(=O)N(CCc3ccccc3)C(=O)C2)cc1	95	-2.5	8	-11	1	-0.1	11	-5	1.1	-6
Cc1ccc2nc(-c3ccccc3)cc(C(=O)N3CCc4ccccc4C3)c2c1	98	0.8	0	-47	0.99	-0.4	47*	-1	1	-5
COc1c(C)cc(C(=O)C2CCCN(C(=O)c3cccc(-n4cccn4)c3)C2)cc1C (stereo unspecified)	102	-1.5	10	6	1.3	0.1	-6	-4	1	1
C=CCNC(=O)C12CC3CC(C1)CC(C(=O)NCC=C)(C3)C2	102	2.8	6	9	1	-0.1	-9	-3	1	2
Next records follow.
SMILES	STAT1 activator	DTT redox prof	G6PDH CS	APP 5'UTR act	NF-kB neuron act	Hsp70 activator	APP transl inh	FLuc inhib CS	FLuc stim CS	Efa HMGR inh
COc1ccc(CCCc2n[nH]c(=S)o2)cc1	107	-1.4	8	21	1.2	-0.2	-21	3	1	0
N#Cc1nc(Cc2ccccc2)oc1NCc1ccccc1	106	3.4	7	8	1.4	0.3	-8	-2	1	1
C=CCn1c(SCc2c(C(=O)OC)sc(N)c2C(=O)OC)nnc1-c1ccc(Br)cc1	101	0.2	5	9	0.7	0.1	-9	0	1	0
CCC(C(=O)NC1CCCC1)N(C(=O)Cn1nnc(-c2ccc(C)o2)n1)c1cnc2ccccc2c1 (stereo unspecified)	93	-0.4	2	7	1.2	-0.4	-8	3	1	-2
COC(=O)c1ccccc1NC(=S)NC(=O)c1cccc2ccccc12	98	-13	4	6	1.1	-0.3	-6	-9	1.1	1
COc1cccc(N2C(=O)Nc3ccccc3C2(O)C(=O)NCc2ccc3c(c2)OCO3)c1 (stereo unspecified)	97	-1.0	7	-3	0.9	0.1	3	-7	1.1	4
Cc1cccc(/C(N)=N/OC(=O)CCc2ccccc2)c1	116	1.8	4	18	1.9	0.1	-18	14	0.9	-2
O=C(Cc1cn(Cc2cccc(Cl)c2)c2ccccc12)N1CCCCCC1	98	0.1	-1	6	0.85	-0.2	-6	-6	1.1	-5
O=C1CN(C(=O)/C=C/c2ccc(Cl)cc2)c2ccccc2N1	104	0.3	14	5	1.2	-0.2	-5	-5	1.1	-3
CCOC(=O)C1=NN(C(=O)COc2ccccc2)C(O)(c2ccc(Cl)cc2)C1 (stereo unspecified)	106	0.0	16	-15	1.1	-0.1	15	-9	1.1	0
COc1ccc(-c2csc(NC(=O)c3ccccc3C(=O)O)n2)cc1	89	-0.1	0	-1	1.2	-0.3	1	26	0.7	-3
S=C(Nc1ccccc1)c1ccccn1	126	-2.4	8	56	2.3	0.6	-56	18	0.8	0
Cc1nc2ncnn2c(C)c1Cc1ccc(Cl)cc1F	93	0.9	8	-15	1.2	-0.1	15	-1	1	-6
O=C(CSCc1nc2ccccc2[nH]1)Nc1ccccc1	98	-0.2	-5	7	1.3	-0.2	-7	1	1	0
COCc1cc(C)n(CC(=O)Nc2c(C)cccc2C)c(=O)c1C#N	105	-0.5	9	-11	1.3	-0.1	11	-6	1.1	4
CCc1c(C(=O)Nc2cc(C)cc(C)c2)[nH]c(C)c1C(C)=O	94	-1.0	-2	16	1.3	-0.1	-16	-2	1	3
O=C(NCCSCc1ccccc1)c1cc(S(=O)(=O)N2CCOCC2)ccc1F	95	-0.8	-1	-2	0.78	-0.3	2	-2	1	-5
COc1ccc(NC(=O)c2cc([N+](=O)[O-])nn2Cc2ccccc2)c(C)c1	107	-3.6	8	-4	1.7	0.2	4	-10	1.1	-4
COc1cc(CNCCc2ccccc2)ccc1OCc1ccc(Cl)nc1	92	0.1	6	14	0.88	-0.4	-14	-5	1	-4
O=C1c2ccccc2C(=O)N1CCCCN(C(=O)c1cc2ccccc2oc1=O)c1ccc(F)cc1F	96	-0.3	11	-8	0.88	-0.4	8	-7	1.1	-4
CC1NC(=O)NC1CCCCCC(=O)NCCc1ccccc1 (stereo unspecified)	101	0.6	-8	-3	1.2	-0.6	3	0	1	2
COc1ccc(/C=C/C(=O)NC(=S)NN2CCCCC2c2cccnc2)cc1 (stereo unspecified)	98	0.2	7	0	1.1	-0.2	0	-1	1	-9
O=C(Nc1cccc([N+](=O)[O-])c1)c1ccn[nH]1	126	0.0	1	28	2.3	0.2	-28	-5	1.1	-4
CC1(C)SC(=S)N(/N=C/c2ccccc2)C1N(O)C(=O)Nc1ccc([N+](=O)[O-])cc1 (stereo unspecified)	107	1.1	18	2	1	0.1	-2	0	1	4
O=C(Nc1cccc(F)c1)N1CC=C(c2ccc(Cl)cc2)CC1	98	0.0	-5	25	2	0.0	-25	2	1	x
Other compounds
SMILES	STAT1 activator	DTT redox prof	G6PDH CS	APP 5'UTR act	NF-kB neuron act	Hsp70 activator	APP transl inh	FLuc inhib CS	FLuc stim CS	Efa HMGR inh
O=c1c2ccccc2nc(-c2ccoc2)n1CCc1ccccc1	104	2.5	-12	-7	0.9	-0.1	7	-6	1.1	1
Cc1ccc(-n2cc(CNCCN3CCOC3=O)c(-c3ccc(F)cc3)n2)cc1	101	0.2	27	2	1.1	0.0	-2	16	0.8	-1
COC(=O)C1CSc2[nH]c(=O)sc2C1c1ccc(O)c(OC)c1 (stereo unspecified)	98	0.1	8	16	1.2	-0.3	-16	-1	1	-1
COc1ccc2[nH]cc(/C=C(/C#N)S(=O)(=O)c3ccccc3)c2c1	100	0.1	-2	14	0.84	-0.3	-14	-2	1	-1
CCOCCCNS(=O)(=O)c1ccc(Br)cc1	97	2.3	3	4	1.1	-0.1	-4	-4	1	-8
Clc1cccc(Nc2ncnc3ccc(Br)cc23)c1	100	1.2	3	8	0.68	-0.1	-8	-5	1.1	-2
O=C(CN1C(=O)C2CC=CCC2C1=O)OCc1cc(=O)n2cc(Br)ccc2n1 (stereo unspecified)	94	-2.3	1	18	1.4	-0.2	-18	-3	1	-2
COC(=O)c1ccccc1S(=O)(=O)Nc1ccc(OC)nc1	106	1.8	7	-5	0.99	0.7	5	-8	1.1	-2
CC(C)C(=O)Nc1ccc(NC(=O)c2cccs2)cn1	114	0.3	15	29	1.6	-0.3	-29	18	0.8	-7
COC(=O)c1ccc(CSc2nnc3n(Cc4ccccc4OC)c(=O)c4ccccc4n23)o1	x	x	0	x	0.73	x	x	-2	1	0
CCOC(=O)CC(=O)CSc1ccc2nnc(-c3cccc(F)c3)n2n1	102	2.3	-5	-9	0.97	-0.3	9	-7	1.1	-2
O=C1/C(=C/c2cccnc2)Oc2cc(OS(=O)(=O)c3ccc(F)cc3)ccc21	98	0.1	2	12	1.2	-0.1	-12	-9	1.1	3
Cc1ccc(CN2CCN(Cc3nc4c(s3)CCCC4)CC2CCO)cc1 (stereo unspecified)	91	-1.0	0	-9	1.1	-0.3	9	-4	1	2
COc1cc(NC(=O)Cn2c(C)cc3ccccc3c2=O)cc(OC)c1OC	93	2.4	6	-11	1.1	0.2	11	-3	1	-1
CCOC(=O)C1=C(O)c2ccccc2C(=O)/C1=C\c1ccc(C)cc1	91	0.1	51*	1	2.1	-0.3	-1	42	0.6	-4
COc1ccccc1CC(NC(C)=O)C(=O)NC1CCN(c2nnnn2-c2ccccc2)CC1 (stereo unspecified)	99	0.1	10	-1	1.3	0.2	1	-8	1.1	-6

Quoted at random: 5 records from the list, in no set order.
SMILES	STAT1 activator	DTT redox prof	G6PDH CS	APP 5'UTR act	NF-kB neuron act	Hsp70 activator	APP transl inh	FLuc inhib CS	FLuc stim CS	Efa HMGR inh
CC1CC2=C(NC(=S)NC2c2ccc(F)cc2)/C(=C/c2ccc(F)cc2)C1 (stereo unspecified)	100	-3.7	8	10	1.1	-0.1	-10	-2	1	-2
COc1cc(CNCCc2ccccc2)ccc1OCc1ccc(Cl)nc1	92	0.1	6	14	0.88	-0.4	-14	-5	1	-4
COc1ccc(S(=O)(=O)CCC(=O)N2CC(=O)N(CCc3ccccc3)C(=O)C2)cc1	95	-2.5	8	-11	1	-0.1	11	-5	1.1	-6
COC(=O)c1ccccc1S(=O)(=O)Nc1ccc(OC)nc1	106	1.8	7	-5	0.99	0.7	5	-8	1.1	-2
C=CCNC(=O)C12CC3CC(C1)CC(C(=O)NCC=C)(C3)C2	102	2.8	6	9	1	-0.1	-9	-3	1	2
